PfGluPho inh: PfG6PD (Plasmodium falciparum) enzyme inhibition | PfGluPho enzyme, NADPH resazurin-diaphorase fluorescence | inhibition, % at 20 µM | 350,000 tested, 0.78% active;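 active = inhibition reaching at least a set limit at 20 µM in the primary screen, cut at about 59% in these data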;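 note: 0% = DMSO wells with substrate and 100% = DMSO wells lacking glucose-6-phosphate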
Apaf1 inhib: inhibitors of human Apaf-1 apoptosome. inhibition, % at 20 µM. 330,000 tested, 0.71% active. reconstituted apoptosome caspase-3 activity, DEVD-Rh110 fluorescence. O14727; active = inhibition of at least 40% at 20 µM;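 note: plate controls were DMSO wells for no effect and DEVD-CHO caspase inhibitor wells for full effect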
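System: Apoptosome proteins | Medium: Hepes pH 7.5 with detergent and BSA | Also added: Cytochrome c trigger plus (Z-DEVD)2-Rh110 caspase-3 substrate | Incubation: 30 min compound preincubation, 50 min activation, room temperature | Detection: Rhodamine 110 fluorescence at Ex 480/Em 540 nm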
SENP6 block: blocks the human protease SENP6; Q9GZR1; Recombinant SENP6 catalytic domain, aminoluciferin luminescence; inhibition, % at 10 µM; 330,000 tested, 1.8% active;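 active = inhibition above about 50% at the single tested dose, limit read from the data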;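 note: plate controls were DMSO wells with enzyme for no effect and DMSO wells lacking enzyme for full effect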
SENP8 block-1: inhibitors of human SENP8 protease; 360,000 tested, 0.64% active; Q96LD8; AID 602440; inhibition, % at 20 µM; recombinant SENP8, Nedd8 substrate fluorescence; in the data active = inhibition mostly above about 40%, no sharp cut-off; inactive = mostly below about 27%
Target sequence (Q96LD8 whole entry, looked up): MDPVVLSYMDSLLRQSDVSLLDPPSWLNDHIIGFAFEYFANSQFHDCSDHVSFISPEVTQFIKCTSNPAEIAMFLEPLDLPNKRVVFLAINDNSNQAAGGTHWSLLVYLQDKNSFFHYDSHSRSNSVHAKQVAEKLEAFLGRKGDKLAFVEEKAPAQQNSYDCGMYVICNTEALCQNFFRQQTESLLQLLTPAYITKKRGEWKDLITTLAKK
SENP1 inh: inhibitors of human SENP1 SUMO protease catalytic domain; 360,000 tested, 0.21% active; recombinant SENP1 catalytic domain, CyPet-SUMO1-YPet FRET cleavage; inhibition, % at 10 µM; Q9P0U3;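 active = inhibition at least 30% at 10 µM, raw YFP signal under a set limit, fluorescence ratio 0.5 to 1.5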;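 note: 0% = enzyme with DMSO and 100% = no enzyme wells; some results filed as inactive read as strong as hits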
Target sequence (Q9P0U3 419-644 limits assumed): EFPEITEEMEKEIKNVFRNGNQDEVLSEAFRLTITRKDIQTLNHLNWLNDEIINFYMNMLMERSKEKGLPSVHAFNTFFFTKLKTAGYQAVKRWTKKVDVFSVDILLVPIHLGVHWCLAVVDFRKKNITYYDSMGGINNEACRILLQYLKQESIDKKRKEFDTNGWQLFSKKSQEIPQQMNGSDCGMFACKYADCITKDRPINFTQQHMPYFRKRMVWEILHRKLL
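material = recombinant human SENP1 catalytic domain, His6-tagged | quantity = 20 pM enzyme | reagent = 25 nM SUMO1 FRET substrate | compound dosing = 10 µM single point, 0.5% DMSO | timing = 50 min enzyme reaction, room temperature, light-protected | detection = FRET, CFP and YFP emission | control set = no-enzyme low, enzyme-DMSO high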
HKDC1 inh: blocks human hexokinase HKDC1 activity; Q2TB90; recombinant HKDC1, G6PDH/diaphorase resazurin coupled fluorescence; inhibition, % at 20 µM; 340,000 tested, 0.16% active; AID 493160;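 active = inhibition above about 35% when tested at 20 µM, limit read from the data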;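 note: plate controls were DMSO wells with enzyme for no effect and DMSO wells lacking enzyme for full effect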
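Material: recombinant HKDC1 hexokinase; Amount: HKDC1 at 5 µg/mL; Medium: Tris pH 8.0 buffer with MgCl2, Tween-20, BSA, BME; Schedule: 90 min reaction incubation at room temperature, dark; Technique: coupled resazurin fluorescence, excitation 525 nm, emission 613 nm.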
SENP7 block: inhibitors of human SENP7 protease; inhibition, % at 5 µM; recombinant SENP7, Z-RLRGG-aminoluciferin luminescence, 40 min; Q9BQF6; 330,000 tested, 1.5% active;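 active = inhibition above about 50% at the single test dose, limit read from the data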;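 note: plate controls were DMSO with enzyme for no effect and no enzyme buffer wells for full effect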
Target sequence (Q9BQF6 706-1050 limits assumed): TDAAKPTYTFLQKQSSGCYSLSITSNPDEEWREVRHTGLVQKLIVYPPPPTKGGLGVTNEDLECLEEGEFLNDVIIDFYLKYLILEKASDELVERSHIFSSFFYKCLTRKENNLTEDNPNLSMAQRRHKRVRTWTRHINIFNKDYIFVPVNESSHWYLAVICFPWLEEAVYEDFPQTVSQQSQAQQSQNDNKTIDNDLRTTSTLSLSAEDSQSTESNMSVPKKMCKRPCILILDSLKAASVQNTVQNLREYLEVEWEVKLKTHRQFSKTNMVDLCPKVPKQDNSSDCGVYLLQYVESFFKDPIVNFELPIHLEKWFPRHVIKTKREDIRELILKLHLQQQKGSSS
NLRP3 yeast inh: NALP3 inhibition in yeast; Yeast reconstituted NLRP3/ASC/caspase-1, beta-gal luminescence, 24 h; inhibition, % at 10 µM; 330,000 tested, 0.39% active; AID 2825;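 active = inhibition of 50% or more; inactive = inhibition below 50%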;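 note: plate controls were induced DMSO wells for no effect and uninduced yeast grown without galactose for full effect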
SENP8 block-2: blocks the human protease SENP8; inhibition, % at 10 µM; purified SENP8, Z-RLRGG-aminoluciferin cleavage, luminescence; AID 2540; 330,000 tested, 1.2% active; Q96LD8; in the data active = inhibition above about 50%
Numbers without * were called inactive; nt = not tested or not shown.

SMILES | PfGluPho inh | Apaf1 inhib | SENP6 block | SENP8 block-1 | SENP1 inh | HKDC1 inh | SENP7 block | NLRP3 yeast inh | SENP8 block-2
CN1C(=O)CC(N2CCN(c3ccc(Cl)c(Cl)c3)CC2)C1=O (stereo not given) | -8 | -2 | -3 | 13 | 1 | -2 | 0 | 12 | -1
Cc1ccc(NC(=O)CSc2nc3[nH]ncc3c(=O)[nH]2)cc1 | -17 | -3 | 8 | 0 | 0 | -11 | 7 | 8 | 5
CCc1ccc(C2CC(c3cccc(Cl)c3)n3nc(N)nc3N2)cc1 (stereo not given) | 41 | 15 | -6 | -418 | 3 | 2 | 0 | 12 | 6
O=C(O)c1cn(-c2ccc(F)cc2)c(=O)c2ccccc12 | 1 | -9 | 1 | -9 | 0 | -7 | 4 | -5 | -1
COC(=O)c1nn(-c2cccc(C(F)(F)F)c2)ccc1=O | 7 | -6 | 6 | 9 | 2 | -5 | 3 | 16 | 4
COc1c(Cl)cc(C(=O)Nc2ccccc2-c2ccccc2)cc1Cl | -15 | 16 | -10 | 13 | 1 | -4 | -7 | 10 | -1
COC(=O)Nc1ccc(S(=O)(=O)N2CCN(CCN3C(=O)C4C5C=CC(C5)C4C3=O)CC2)cc1 (stereo not given) | -9 | -5 | -10 | 12 | 1 | -5 | -12 | 10 | -12
CSCCC(NC(=O)/C(=C/c1ccco1)NC(=O)c1ccc(Br)o1)C(=O)O (stereo not given) | 5 | -6 | -21 | 20 | -2 | -4 | -8 | 14 | -2
O=C(COC(=O)c1ccc(Br)cc1)NC(=O)NCc1ccccc1 | 6 | 12 | -9 | 11 | 0 | -2 | 8 | 37 | -10
CCN(CC)c1ccc(/C=N\NC(=O)c2cccc3cc[nH]c23)cc1 | 12 | 7 | 39 | -401 | -35 | 0 | 48 | 23 | 27
O=C1CCCc2[nH]c3cccc(/C(=C/c4ccccc4)c4ccccc4)c3c21 | 15 | 15 | 5 | -16 | 0 | 2 | -7 | 8 | -15
CN(C)S(=O)(=O)c1ccc(Cl)c(NC(=O)COC(=O)CC(NC(N)=O)c2ccc(Cl)cc2)c1 (stereo not given) | -4 | -5 | 3 | 1 | 6 | -6 | 3 | 5 | 3
CCOc1ccc([C@@H]2CC=C(C(=O)O)[C@H](c3ccc(F)cc3)N2S(=O)(=O)c2ccc(C)cc2)cc1 | -16 | 13 | 1 | 11 | -1 | 5 | -4 | 11 | -5
CCOC(=O)c1c(C)[nH]c(C(=O)COC(=O)COc2ccc(OC)cc2)c1C | 12 | 3 | -12 | 22 | 2 | -9 | 1 | 19 | 5
CCOC(=O)c1ccc(CNC(=O)C2CCCCC2C(=O)OCC(F)(F)F)o1 (stereo not given) | -11 | 2 | -6 | 24 | 2 | -1 | 2 | 11 | 0
O=C(Nc1cccc2ccccc12)c1ccc(F)cc1 | 12 | 7 | 0 | 3 | 1 | -1 | -4 | 12 | 1
COc1cccc(C(c2nnnn2Cc2ccc(F)cc2)N2CCC(C(N)=O)CC2)c1OC (stereo not given) | -7 | 13 | 3 | 20 | 2 | -5 | -14 | 3 | -6
O=C(CNC(=O)c1ccco1)N/N=C/c1ccccc1[N+](=O)[O-] | 9 | -21 | -1 | 15 | 0 | -8 | -9 | -6 | -2
Cc1sc(NC(=O)c2ccco2)c(CN2CCN(c3ccccc3)CC2)c1C | 6 | 21 | -8 | -32 | -2 | -4 | -10 | 7 | -1
CCCn1nnnc1NCc1ccc(OC)cc1OC | -19 | 10 | -8 | 7 | 2 | -8 | -18 | 18 | -10
COc1ccc(N2CCN(C(=O)c3cccn4c(=O)c5ccccc5nc34)CC2)cc1 | 4 | 12 | 13 | -33 | -8 | 6 | -1 | 24 | -6
CCOc1ccc(CN2CCN(Cc3cccc4nonc34)CC2CCO)cc1 (stereo not given) | 0 | -20 | -11 | 16 | 3 | 12 | 6 | 7 | -5
Oc1ccc2ccccc2c1C=Nc1ccc(Cl)cn1 | 39 | 9 | 1 | -28 | -35 | 21 | 7 | 3 | 5
Cn1cccc1C(=S)N=P(C1CCCCC1)(N1CCOCC1)N1CCOCC1 | 4 | -7 | -19 | 18 | -2 | -2 | -2 | 21 | -6

Compound profiles, as listed above:
Listed for `CCOc1ccc([C@@H]2CC=C(C(=O)O)[C@H](c3ccc(F)cc3)N2S(=O)(=O)c2ccc(C)cc2)cc1` = PfGluPho inh = -16; Apaf1 inhib = 13; SENP6 block = 1; SENP8 block-1 = 11; SENP1 inh = -1; HKDC1 inh = 5; SENP7 block = -4; NLRP3 yeast inh = 11; SENP8 block-2 = -5
Listed for `Cc1sc(NC(=O)c2ccco2)c(CN2CCN(c3ccccc3)CC2)c1C` = PfGluPho inh = 6; Apaf1 inhib = 21; SENP6 block = -8; SENP8 block-1 = -32; SENP1 inh = -2; HKDC1 inh = -4; SENP7 block = -10; NLRP3 yeast inh = 7; SENP8 block-2 = -1
Listed for `CCOC(=O)c1c(C)[nH]c(C(=O)COC(=O)COc2ccc(OC)cc2)c1C` = PfGluPho inh = 12; Apaf1 inhib = 3; SENP6 block = -12; SENP8 block-1 = 22; SENP1 inh = 2; HKDC1 inh = -9; SENP7 block = 1; NLRP3 yeast inh = 19; SENP8 block-2 = 5

Carrying on.
SMILES | PfGluPho inh | Apaf1 inhib | SENP6 block | SENP8 block-1 | SENP1 inh | HKDC1 inh | SENP7 block | NLRP3 yeast inh | SENP8 block-2
CC[C@H]1C/C=C\Cc2ccccc2[C@@H](C(=O)C[C@@H](O)CC(C)=O)OC1=O | -5 | 7 | -19 | -2 | 1 | -5 | -2 | -4 | -13
CCOc1cccc(-c2c(C(=O)N/N=C(\C)c3ccncc3)nnn2-c2nonc2N)c1 | 6 | 3 | 5 | 7 | 2 | -4 | 0 | 10 | 2
CNC(=O)c1ccc2snnc2c1 | -7 | 7 | -16 | 4 | 4 | -2 | 3 | 7 | -6
CC1(C)OC(=O)N(CC(=O)Nc2cccc(C(F)(F)F)c2)C1(C)O (stereo not given) | 11 | -14 | -21 | -2 | -2 | -5 | -5 | 3 | -8
CCCCOC(=O)NC(NCC(O)c1ccccc1)(C(F)(F)F)C(F)(F)F (stereo not given) | 18 | -8 | 2 | 7 | 5 | -3 | 9 | 11 | -6
Cc1ccc2cc(CN(Cc3nnnn3Cc3ccco3)CC3CCCO3)c(=O)[nH]c2c1C (stereo not given) | 18 | 21 | -14 | -122 | -30 | 1 | 10 | 7 | -8
Cc1cc(S(=O)(=O)n2[nH]c(=O)c(CCO)c2C)c(Cl)cc1Cl | -7 | 3 | -23 | 3 | 1 | -1 | -6 | 10 | 4
O=C(O)CCc1ccc(-c2ccc(Cl)cc2)n1NC(=O)c1ccc(O)cc1 | -26 | 0 | -8 | -9 | -3 | -8 | 6 | 24 | -1
O=c1[nH]c(CN2CCCCC2)nc2ccccc12 | 8 | 10 | -34 | 24 | 0 | -4 | -5 | 22 | -13
CCOC(=O)Cc1csc(NC(=O)Cc2ccc(Cl)cc2)n1 | -17 | 13 | -13 | 9 | 1 | 1 | -10 | 26 | -8
Cc1ccc(CN2CCN(Cc3ccc(-n4cccn4)cc3C)CC2CCO)cc1 (stereo not given) | -17 | 11 | -18 | 18 | 2 | 13 | -14 | 27 | -13
CCCCCCSc1nc(O)c(C2OC(=O)c3c2ccc(OC)c3OC)c(=O)n1-c1ccccc1 (stereo not given) | -23 | 12 | 12 | 12 | 1 | 16 | 9 | -4 | -1
C=CC(=O)Nc1cccc(CN2C(=O)N(c3cc(OC)cc(OC)c3)Cc3cnc(NCCCCN(CC)CC)nc32)c1 | 26 | nt | nt | -8 | -4 | 0 | nt | nt | nt
c1cncc(Cc2cc3ccccc3[nH]2)c1 | -1 | 2 | -2 | 14 | -12 | -5 | 6 | 11 | -4
COc1ccc(COCC(O)CN2CC(C)OC(C)C2)cc1OC (stereo not given) | -20 | -15 | 3 | 4 | 0 | 7 | 10 | 7 | -7
COc1cccc(CNC(=O)CCC2CCCN(c3cc(C)nc(N)n3)C2)c1 (stereo not given) | 3 | -8 | -5 | 16 | 2 | -7 | -7 | 1 | -5
COC(=O)C1=C(C(=O)OC)SC2(S1)C(C(=O)OC)=C(C(=O)OC)SC1=C2c2cc(C)cc(C)c2NC1(C)C | 23 | 35 | -3 | 28 | 1 | -10 | -8 | 0 | -6
CCSC(=Nc1ccccc1)C1=C(O)COC1=O | -6 | 2 | -10 | 6 | 0 | -8 | 5 | -3 | -3
CCOc1cc(/C=N\NC(=O)CN2CCOCC2)ccc1OCc1ccc(F)cc1 | 7 | -8 | -10 | -3 | 1 | -11 | 6 | 14 | 2
COc1ccccc1NC(=O)N1CCN(C)CC1 | -5 | -2 | 8 | -5 | 0 | -11 | 13 | -3 | 3
O=C(COc1cc2oc(=O)cc(-c3ccccc3)c2cc1Cl)NC(Cc1c[nH]c2ccc(O)cc12)C(=O)O (stereo not given) | -19 | -4 | -2 | 19 | -8 | 14 | 8 | 9 | -11
CC1Cc2nc(SCC(=O)N3CCCC3)n(C)c(=O)c2S1 (stereo not given) | 44 | -5 | -25 | 0 | 0 | 2 | 9 | 14 | -6

Six compounds drawn at random from the list so far, as already listed:
SMILES | PfGluPho inh | Apaf1 inhib | SENP6 block | SENP8 block-1 | SENP1 inh | HKDC1 inh | SENP7 block | NLRP3 yeast inh | SENP8 block-2
COc1ccccc1NC(=O)N1CCN(C)CC1 | -5 | -2 | 8 | -5 | 0 | -11 | 13 | -3 | 3
COc1ccc(N2CCN(C(=O)c3cccn4c(=O)c5ccccc5nc34)CC2)cc1 | 4 | 12 | 13 | -33 | -8 | 6 | -1 | 24 | -6
CCOC(=O)Cc1csc(NC(=O)Cc2ccc(Cl)cc2)n1 | -17 | 13 | -13 | 9 | 1 | 1 | -10 | 26 | -8
O=C(Nc1cccc2ccccc12)c1ccc(F)cc1 | 12 | 7 | 0 | 3 | 1 | -1 | -4 | 12 | 1
c1cncc(Cc2cc3ccccc3[nH]2)c1 | -1 | 2 | -2 | 14 | -12 | -5 | 6 | 11 | -4
COc1cccc(CNC(=O)CCC2CCCN(c3cc(C)nc(N)n3)C2)c1 (stereo not given) | 3 | -8 | -5 | 16 | 2 | -7 | -7 | 1 | -5

Compounds were not picked by outcome; overall some 4.1% were active at least once.
